# Source: PubChem
# Hsp90 Hop PPI: changes Hsp90-Hop TPR2A binding signal, up or down. AlphaScreen TPR2A-His6 binding biotin-Hsp90 C-terminal peptide. Potency, µM (titrated, usually from 57 µM), inactives show at the highest dose activity change, negative = inhibition. 0.44% of 71,000 active. AID 595; active means well fitted curve in either direction with a large enough effect; inconclusive means small, poorly fitted or top-dose-only effect, or another doubt; further: potency means the concentration at half of the fitted maximal effect; on the % scale 0 is the no-effect control and ±100 the full control effect; many of its hits are not listed in these tables
# DNA Pol III inh: DNA polymerase III holoenzyme inhibition. reconstituted DNA polymerase III holoenzyme replication, biochemical. Potency, µM (doses to about 57.1 µM), for the others: at the top dose activity change, negative = inhibition. 0.25% of 71,000 active. AID 603; further: potency means the concentration at half of the fitted maximal effect; on the % scale 0 is the no-effect control and ±100 the full control effect
#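 Reconstituted *E. coli* holoenzyme (0.35 nM Pol III, 1 nM beta, 154 nM SSB, 2 nM primase) was preincubated with compound for 15 min at RT. Synthesis on 1.4 nM ssM13Gori ran 35 min, then was stopped with PicoGreen/EDTA and read as dsDNA fluorescence.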
# Tau filament bind: binders of human tau filaments | Potency, µM (highest dose often 57.1 µM), for inactives: at the highest dose activity change, negative = inhibition | P10636 | 2% of 71,000 active | recombinant tau filaments, thioflavin S fluorescence, 15 h; filaments grown with octadecylsulfate alongside compound | AID 596;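 further: potency means the concentration at half of the fitted maximal effect; on the % scale 0 is the no-effect control and ±100 the full control effect; actives lower thioflavin S fluorescence by blocking filaments or displacing dye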
# Target sequence (P10636 whole entry, looked up): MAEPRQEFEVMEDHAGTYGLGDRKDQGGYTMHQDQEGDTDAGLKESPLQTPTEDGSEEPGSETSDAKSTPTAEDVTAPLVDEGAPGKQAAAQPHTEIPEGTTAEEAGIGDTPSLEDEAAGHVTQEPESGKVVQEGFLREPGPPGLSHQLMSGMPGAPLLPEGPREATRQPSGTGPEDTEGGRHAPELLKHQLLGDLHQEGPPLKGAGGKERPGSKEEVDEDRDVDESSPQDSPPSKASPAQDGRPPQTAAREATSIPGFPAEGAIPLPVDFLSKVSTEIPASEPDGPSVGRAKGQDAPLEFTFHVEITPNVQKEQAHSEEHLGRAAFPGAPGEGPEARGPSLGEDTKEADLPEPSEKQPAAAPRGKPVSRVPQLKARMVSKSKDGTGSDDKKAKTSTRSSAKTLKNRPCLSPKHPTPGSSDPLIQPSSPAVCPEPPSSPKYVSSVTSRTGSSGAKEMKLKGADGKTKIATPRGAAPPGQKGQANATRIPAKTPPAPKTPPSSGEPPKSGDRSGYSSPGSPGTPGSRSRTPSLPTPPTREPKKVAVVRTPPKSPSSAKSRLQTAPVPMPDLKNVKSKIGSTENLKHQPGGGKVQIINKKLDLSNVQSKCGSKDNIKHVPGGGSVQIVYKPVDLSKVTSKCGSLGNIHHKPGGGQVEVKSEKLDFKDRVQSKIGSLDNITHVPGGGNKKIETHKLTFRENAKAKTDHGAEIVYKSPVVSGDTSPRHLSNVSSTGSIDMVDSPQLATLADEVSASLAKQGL
#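 Tau 2 uM in ThS buffer dispensed; compound added; 60 uM ODS added (finals 1 uM tau, 30 uM ODS); 15 h 37 C; fluor ex450/em510.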
# ERK AVP inh: blocks ERK signaling stimulated by vasopressin; Potency, µM (highest dose often 57.5 µM), for the others: at the top dose activity, negative = inhibition, usual class: inhibitors; HEK293-V1b, vasopressin-stimulated pERK AlphaScreen; 0.99% of 72,000 active; further: potency means the concentration at half of the fitted maximal effect; on the % scale 0 is the no-effect control and ±100 the full control effect; nearly all actives have a fitted effect of over 55% in size
#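 qHTS, compounds titrated on V1b-expressing HEK293 cells. Preincubation 30 min at 37C, vasopressin 25 nM for 5 min, lysis 10 min, bead incubation 5 hr at room temperature.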
# HBB splice mod: alters splicing of the hemoglobin beta chain; AID 925; 0.06% of 65,000 active; Potency, µM (titrated, usually from 46.1 µM), inactives show at the top dose activation, actives largely listed as activators; HBB splicing reporter cell assay, activation; EGFP reporter with mutant IVS2-654 intron; response scale: normalised to 500 nM splice-correcting PNA; further: potency means the concentration at half of the fitted maximal effect; 0% is about no effect
#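 Compounds were applied for 2 days to HeLa EGFP-654 cells, 500/well in Optimem with 2% FCS. The reporter's EGFP is disrupted by mis-splicing of beta-globin intron IVS2-654. Readout: summed well GFP fluorescence from 488 nm laser scanning; reference was 500 nM antisense […] 654 PNA.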
# CRE-bla Fsk: alters forskolin-stimulated CRE reporter signaling in CHO cells; CHO CRE-bla reporter (cAMP response element driving beta-lactamase), forskolin EC10, beta-lactamase ratio; Potency, µM (series often up to 38.2 µM), for inactives: at the top dose activity change, negative = inhibition, actives largely listed as activators; 2.5% of 71,000 active; active means well fitted activation curve with a large enough effect in the signal ratio, with a control signal flat, not every such curve was filed as active; inconclusive means small, poorly fitted or top-dose-only effect, or effect the other way, or a change in a side signal; the % refers to the signal ratio; further: potency means the concentration at half of the fitted maximal effect; % of control where 0% means no effect
#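 AC50 values, positive or negative, reflect shifts in EC10 NKH 477-induced CRE-bla reporter activity in CHO cells. Incubation lasted 3 h at 37 °C before CCF4 substrate (2 h, room temperature) and ratiometric 460/530 nm reading.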
# HADH2 inh: inhibitors of human HADH2 dehydrogenase. Q99714. recombinant HADH2, NADH fluorescence, beta-hydroxybutyryl-CoA. Potency, µM (doses to about 57.1 µM), inactives show top-dose activity change, negative = inhibition, usual class: inhibitors. 3.4% of 73,000 active. AID 886; further: potency means the concentration at half of the fitted maximal effect; on the % scale 0 is the no-effect control and ±100 the full control effect; nearly all actives have a fitted effect of over 60% in size; many of its hits are not listed in these tables
# Target sequence (Q99714 whole entry, looked up, one chain of several): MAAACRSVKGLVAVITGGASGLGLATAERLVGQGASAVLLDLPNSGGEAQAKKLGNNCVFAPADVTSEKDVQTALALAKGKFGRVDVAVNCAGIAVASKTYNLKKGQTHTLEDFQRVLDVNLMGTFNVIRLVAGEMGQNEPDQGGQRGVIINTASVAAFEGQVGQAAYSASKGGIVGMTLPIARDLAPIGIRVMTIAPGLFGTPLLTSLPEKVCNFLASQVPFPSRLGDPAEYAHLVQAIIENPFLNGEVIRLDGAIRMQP
#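 20 nM HADH2 + cpd, 15 min RT; add 1 mM NAD+/90 uM beta-hydroxybutyryl-CoA; kinetic fluorescence 360/450 nm, 4 min. Tris-HCl pH 9.0, 0.01% Tween-20.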
# ALOX15 inhib: blocks human 15-lipoxygenase activity; P16050; Potency, µM (titrated, usually from 57.1 µM), without a hit: at the top dose activity change, negative = inhibition, most hits filed as inhibitors; purified 15hLO-1, xylenol orange hydroperoxide absorbance; 1.4% of 74,000 active; further: potency means the concentration at half of the fitted maximal effect; on the % scale 0 is the no-effect control and ±100 the full control effect; nearly all actives have a fitted effect of over 55% in size
#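 Purified human 15hLO-1 (40 nM final) in 25 mM Hepes pH 7.5, 0.01% Triton X-100 was preincubated with compound 15 min at room temperature, then reacted 6 min with 50 uM arachidonic acid; hydroperoxide detected by Fe-XO, 573/405 nm absorbance ratio.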
# TexasRed autofl: compound fluoresces in the Texas Red spectral region. Compound fluorescence, Texas Red channel, 547/618 nm; active compounds read high. 0.06% of 59,000 active. AID 587. max dye-equivalent concentration, M; in the data active means max dye-equivalent concentration above about 10 nM; inconclusive means between about 1.1 nM and that limit
#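 Fluorescence at ex 547/em 618 nm, normalized against an on-plate Texas Red standard series to give dye-equivalent concentration per compound concentration. Buffer 100 mM Tris, pH 8.0; 15 min RT incubation before CCD imaging.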
# FLuc inh: inhibitors of firefly luciferase; P08659; purified firefly luciferase, luminescence, 8 min; Potency, µM (highest dose often 57.1 µM), for the others: at the highest dose activity change, negative = inhibition, usual class: inhibitors; 2.2% of 72,000 active; further: potency means the concentration at half of the fitted maximal effect; on the % scale 0 is the no-effect control and ±100 the full control effect; nearly all actives have a fitted effect of over 40% in size
#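 Here, luciferase activity is measured as luminescence following an 8 min room-temperature reaction at 10 uM ATP, pH 7.2. Every library sample is titrated.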
# Rhodamine fluor: compound autofluorescence in rhodamine spectral region; Rhodamine-region fluorescence, 547/598 nm, Tris buffer; active compounds read high; max dye-equivalent concentration, M; 0.05% of 59,000 active; in the data active means max dye-equivalent concentration above about 11 nM; inconclusive means between about 1.1 nM and that limit
#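 Steps: pin-transfer compounds into pH 8.0 Tris (100 mM), hold 15 min at room temperature, image with a 547/598 nm filter pair, and convert intensities to rhodamine-equivalent concentration using a six-point on-plate rhodamine series.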
# The depositor's hits bear a star; i = inactive; ? = inconclusive; / = no result given; [ ] = dose if it differs, or a comment. Unless noted, the call rests on the fitted dose curve; in most records, active means well fitted curve in the direction sought with a large enough effect; inconclusive means small, poorly fitted or top-dose-only effect, or another doubt; inactive means no such curve, though single readings can be large; an effect the other way counts as inactive or inconclusive. The list is partial. The share of hits here may be higher or lower than overall.
SMILES,Hsp90 Hop PPI,DNA Pol III inh,Tau filament bind,ERK AVP inh,HBB splice mod,CRE-bla Fsk,HADH2 inh,ALOX15 inhib,TexasRed autofl,FLuc inh,Rhodamine fluor
N#Cc1cnn(Cc2ccccc2)c1/N=C/N1CCOCC1,?,5%,3%,6%,-0.5%,7%,?,8%,i,-1%,i
Cc1cc(C)cc(C(=O)N2CCC(C(N)=O)CC2)c1,-3%,-3%,1%,-6%,1.2%,-6%,3%,0%,i,0%,i
COc1cccc(C(=O)c2cc3ccc(O)cc3oc2=O)c1,1%,-11%,16%,-7%,-0.6%[0.369 µM],?,-28%,-3%,?,-10%,i
c1ccc(-c2cc(-c3nc(-c4cccnc4)no3)c3ccccc3n2)cc1,-2%,-1%,4µM*,-28%,-0.7%,?,-2%,2%,/,3%,/
COCCn1c(SCC(=O)c2ccc3c(c2)OCCO3)nnc1C(C)C,-3%,3%,-5%,11%,/,-2%,-23%,-3%,i,2%,i
CC(=O)Nc1cc(C(N)=O)c(Cl)cc1Cl,-1%,1%,2%,-6%,-0.4%,-2%,-9%,7%,/,1%,/
CCc1nc2ccccc2c(C(=O)OCC(=O)NCc2ccco2)c1C,0%,0%,7%,?,-0.9%[57.5 µM],?,5%,8%,i,-4%,i
CC(=O)Nc1ccc(-c2ccccc2)s1,1%,1%,5%,13%,/,-5%,-15%,-1%,i,3%,i
COc1ccc2oc(=O)c(NC(=O)C3CCCCC3)cc2c1,7%,-1%,-1%,14%,-0.2%,?,-7%,7%,i,3%,i
NC[C@@H]1O[C@H](O[C@@H]2[C@H](O[C@@H]3O[C@H](CO)[C@@H](COC[C@H]4O[C@@H](CN)[C@@H](O)[C@@H](O)[C@@H]4N)[C@@H]3O)[C@@H](O)[C@@H](N)C[C@H]2N)[C@@H](N)[C@H](O)[C@@H]1O,-1%[26 µM],-9%[25.6 µM],-2%[25.6 µM],-4%[25.7 µM],0.6%[20.6 µM],1%[17.1 µM],4%[25.6 µM],24%[25.6 µM],i,5%[25.5 µM],i
COC(=O)c1ccc(C2C(C#N)=C(C)NC3=C2C(=O)CC(C)(C)C3)cc1 (stereo not given),4%,13%,-6%,-9%,-5.8%,?,?,2%,i,-3%,i
C=CCNC(=O)CSc1nc2sc(C)c(C)c2c(=O)[nH]1,-1%,-6%,13%,/,-0.4%,28%,4%,-1%,/,3%,/
COc1ccccc1OCCOCCn1cnc2ccccc2c1=O,-7%,-3%,-1%,-7%,2.3%,3%,9%,7%,?,4%,i
Cc1ccc(Cl)cc1NC(=O)C1CCCN(S(=O)(=O)c2c(C)noc2C)C1 (stereo not given),-4%,-1%,15%,27%,-0.1%,1%,3%,-3%,i,1%,i
N#Cc1ccc(CN2CC[C@@]3(CCCN(C(=O)c4cc(C(F)(F)F)cc(C(F)(F)F)c4)C3)C2)cc1,-2%,-7%,-2%,-16%,-2.9%,0%,-6%,-11%,i,1%[11.4 µM],i
COc1ccc2c(=O)c(C(=O)NCCc3ccc(OC)c(OC)c3)c[nH]c2c1,-7%,-6%,-6%,-16%,-0.5%[57.5 µM],13µM*,-4%,1%,i,-3%,i
Cc1c(C(=O)Nn2cnnc2)oc2ccccc12,-2%,-1%,1%,-7%,-0.9%,-11%,3%,-5%,i,0%,i
CCc1nnc(NC(=O)c2ccc(S(=O)(=O)N3CCCCCC3)cc2)s1,-1%,-7%,6%,15%,-4.6%,-3%,5%,1%,i,2%,i
O=C(O)C=Cc1ccc(Cn2ccnc2)cc1,-5%,-6%,?,-2%,/,0%,-3%,-53%[25.6 µM],/,-1%,/
CC(C)Cc1ccc(/C(=N/O)C(=O)O)s1,-1%,1%,5%,-23%,-0.7%,?,4%,3%,i,4%,i
COCCNC(=O)C(OC(=O)c1ccco1)c1ccccc1OC (stereo not given),-4%,-3%,1%,4%,-0.6%,-3%,2%,4%,i,-2%,i
CC(=O)NC(Cc1ccc(F)cc1)C(=O)N1CCN(C(=O)NCc2ccccc2)CC1 (stereo not given),0%,-3%,-1%,22%,-0.1%[57.5 µM],-9%,14%,2%,i,1%,i
ON=Cc1cccn1-c1ccccc1,-7%,-4%,-1%,-10%,-0.1%[9.22 µM],6%,3%,-8%,/,1%,/
CCOc1cc(C(=O)NCC2CCCO2)cc(OCC)c1OCC (stereo not given),-5%,-1%,13%,-7%,0.5%,-4%,9%,10%,i,1%,i
CC(C)OCCCNc1ncc2c(n1)CC(c1ccc(N(C)C)cc1)CC2=O (stereo not given),-7%,5%,4%,-12%,3.7%,5%,-3%,-26%,?,1%,i
OC1(c2ccc(F)cc2)CCN(Cc2ccccc2)C1 (stereo not given),?,1%,-6%,13%,-0.2%[57.5 µM],-9%,5%,0%,i,2%,i
O=C1NC2(CCCCC2)N=C1c1ccc(F)cc1,-7%,0%,-3%,-5%,-0.1%,6%,5%,-9%,i,0%,i
O=C(NCC1CCCO1)C1CC(=O)N(c2ccc(F)c(Cl)c2)C1 (stereo not given),-2%,-5%,11%,-16%,0.4%,1%,8%,-2%,/,-2%,/
Cc1nn2c(=O)c(NC(=O)c3ccc(F)cc3)cnc2s1,-1%,2%,1%,-1%,-0.7%,4%,9%,9%,i,2%,i
COC(=O)N1CCN(c2ccc(OC)cc2)CC1,-3%,7%,-1%,-7%,0.9%,-2%,10%,6%,i,1%,i
CCN(c1ccccc1)S(=O)(=O)c1cccc(C(=O)O)c1,0%,-3%,1%,-19%,-1.1%,?,7%,7%,i,2%,i
COc1ccc(S(=O)(=O)NC2CCCC2)cc1Br,-5%,-2%,-16%,-11%,4.9%,?,5%,-11%,i,-1%,i
NC(=O)COC(=O)c1cc(S(=O)(=O)N2CCOCC2)ccc1N1CCCCC1,1%,?,9%,-16%,0.4%[57.5 µM],-7%,-7%,7%,i,3%,i
CCOC(=O)/C(C(N)=NCc1ccco1)=C(/O)c1ccccc1,-3%,0%,-3%,-22%,-0.5%,13%,-8%,-1%,i,1%,i
CCN1CCN(Cc2c(C)[nH]c3ccc(OC)cc3c2=O)CC1,0%,-1%,0%,2%,0.1%,2%,15%,?,i,3%,i
O=C(O)/C=C/c1ccc(O)c(O)c1,/,/,/,-1%,/,/,2µM*,-5%,i,-2%[25.5 µM],i
CC(=O)Cn1c(CN2CC(C)CC(C)C2)nc2c1c(=O)n(C)c(=O)n2C (stereo not given),-5%,3%,-9%,8%,5.6%[0.369 µM],?,0%,1%,?,-2%,i
Cc1cc(C(F)F)n2nc(C(=O)NCc3ccccc3F)nc2n1,-3%,-1%,-9%,-2%,-0.4%,-5%,1%,8%,i,3%,i
Cc1ccc(NC(=O)CCCCCC2NC(=O)NC2C)cc1 (stereo not given),0.013µM*,-2%,7%,44%[activator],-0.4%,-13%,-7%,10%,i,-1%,i
COc1cc(C(=O)O)ccc1OC(C)=O,0%,0%,-14%,-10%,0.5%,3%,14%,10%,i,-3%,i
CC1(C)C(c2ccc(Cl)cc2)=[N+]([O-])C2(CCCC/C2=N\O)N1O (stereo not given),-5%[11 µM],0%[11.4 µM],18%[11.4 µM],-18%,0.4%[0.0738 µM],?,4%[11.4 µM],-14%[11.4 µM],/,-3%,/
Cc1cc(N2CC(C(=O)O)CC2=O)ccc1Br (stereo not given),-1%,0%,8%,10%,0.7%,-4%,-2%,-5%,i,0%,i
Cn1cccc1Cc1nnc(SCC(=O)Nc2ccccc2)n1-c1ccc(F)cc1,0%[2.3 µM],0%,0%,9%,-0.7%,-14%,-4%,-18%,/,1%,/

# Some entries already given, limited to DNA Pol III inh, ALOX15 inhib and TexasRed autofl:
mol | DNA Pol III inh | ALOX15 inhib | TexasRed autofl
CC1(C)C(c2ccc(Cl)cc2)=[N+]([O-])C2(CCCC/C2=N\O)N1O (stereo not given) | 0%[11.4 µM] | -14%[11.4 µM] | /
Cc1cc(N2CC(C(=O)O)CC2=O)ccc1Br (stereo not given) | 0% | -5% | i
Cc1cc(C(F)F)n2nc(C(=O)NCc3ccccc3F)nc2n1 | -1% | 8% | i
CC(=O)Cn1c(CN2CC(C)CC(C)C2)nc2c1c(=O)n(C)c(=O)n2C (stereo not given) | 3% | 1% | ?
